MrgX1 ag: activates human MrgX1 receptor signaling. Q96LB2. MrgX1-HEK293 cells, Fluo-4 calcium fluorescence, agonist mode; hits give high values. B-score at 10 µM. 310,000 compounds, 0.44% hits;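 active means calcium response B-score plate-corrected fluorescence ratio at least 3 library SD, with starting fluorescence B-score inside 5 SD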
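System: HEK293 cells stably expressing human MrgX1 receptor; Dosing: test compound in the initial addition of three; Schedule: overnight plating, then 30 min 37 °C plus 30 min room-temperature dye loading; Detection: kinetic calcium dye fluorescence, Fluo-4 NW; Controls: per-plate positive and negative controls for Z′ factor.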
HDAC3 inh: human HDAC3 inhibition. O15379. recombinant HDAC3, fluorogenic peptide/trypsin coupled, fluorescence. inhibition, % at 8.3 µM. 320,000 compounds, 0.15% hits. AID 2718; in the data active means inhibition above about 26%, passing the limit was not always enough; inconclusive means no clear call, values can overlap the other calls
ANO1 block: inhibitors of mouse TMEM16A calcium-activated chloride channel; 310,000 compounds, 1.2% hits; HEK293 TMEM16A/YFP iodide influx fluorescence, ionomycin; Q8BHY3; normalized B-score (activity score, 25-100; higher = stronger inhibition) at 10 µM;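 active means ratio plate-corrected score three or more library SD toward inhibition, starting fluorescence score within five deviations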;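 further: score derived from kinetic fluorescence span divided by baseline fluorescence per well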
MrgX1 antagonist: antagonists of human MrgX1 receptor. MRGX1-HEK293 calcium flux, Fluo-4, BAM8-22 antagonism; hits give low values. B-score at 10 µM. 310,000 compounds, 1.3% hits. AID 588676;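 active means calcium-response B-score plate-corrected more than 3 library SD below zero, starting fluorescence within 5 deviations, no agonist response on first addition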;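 further: peak minus trough fluorescence over baseline after final BAM8-22 challenge near maximal dose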
RGS4 act: potentiators or activators of RGS4. HEK293 M3R/inducible RGS4, carbachol calcium flux Fluo4; hits give low values. B-score at 10 µM. 310,000 compounds, 0.92% hits. AID 463111;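 active means B-score of the integrated calcium signal more than 4 SD below the library mean, with starting fluorescence not abnormally high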;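 further: negative B-score means reduced calcium response which marks RGS4 activation or potentiation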
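test system = M3R-expressing HEK293 line, RGS4 induced by doxycycline | probe or stimulus = carbachol at ECmax as muscarinic agonist stimulus | timing = dye loading 30 min 37 °C, buffer rest 30 min RT | signal = calcium dye Fluo4 fluorescence | evaluation = B score from integrated fluorescence ratio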
TRPC6 inhibitor: mouse TRPC6 channel inhibition; HEK293-TRPC6, membrane potential dye, ACh-evoked depolarization; hits give low values; B-score at 10 µM; 310,000 compounds, 1.1% hits; AID 2553;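 active means B-score under library mean minus 3 SD, initial fluorescence not abnormally high, positive integrated signal ratio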;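 further: B-score derived from integrated fluorescence ratio over the kinetic read; more negative B-score means stronger inhibition of depolarization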
Target sequence (Q61143 whole entry, looked up): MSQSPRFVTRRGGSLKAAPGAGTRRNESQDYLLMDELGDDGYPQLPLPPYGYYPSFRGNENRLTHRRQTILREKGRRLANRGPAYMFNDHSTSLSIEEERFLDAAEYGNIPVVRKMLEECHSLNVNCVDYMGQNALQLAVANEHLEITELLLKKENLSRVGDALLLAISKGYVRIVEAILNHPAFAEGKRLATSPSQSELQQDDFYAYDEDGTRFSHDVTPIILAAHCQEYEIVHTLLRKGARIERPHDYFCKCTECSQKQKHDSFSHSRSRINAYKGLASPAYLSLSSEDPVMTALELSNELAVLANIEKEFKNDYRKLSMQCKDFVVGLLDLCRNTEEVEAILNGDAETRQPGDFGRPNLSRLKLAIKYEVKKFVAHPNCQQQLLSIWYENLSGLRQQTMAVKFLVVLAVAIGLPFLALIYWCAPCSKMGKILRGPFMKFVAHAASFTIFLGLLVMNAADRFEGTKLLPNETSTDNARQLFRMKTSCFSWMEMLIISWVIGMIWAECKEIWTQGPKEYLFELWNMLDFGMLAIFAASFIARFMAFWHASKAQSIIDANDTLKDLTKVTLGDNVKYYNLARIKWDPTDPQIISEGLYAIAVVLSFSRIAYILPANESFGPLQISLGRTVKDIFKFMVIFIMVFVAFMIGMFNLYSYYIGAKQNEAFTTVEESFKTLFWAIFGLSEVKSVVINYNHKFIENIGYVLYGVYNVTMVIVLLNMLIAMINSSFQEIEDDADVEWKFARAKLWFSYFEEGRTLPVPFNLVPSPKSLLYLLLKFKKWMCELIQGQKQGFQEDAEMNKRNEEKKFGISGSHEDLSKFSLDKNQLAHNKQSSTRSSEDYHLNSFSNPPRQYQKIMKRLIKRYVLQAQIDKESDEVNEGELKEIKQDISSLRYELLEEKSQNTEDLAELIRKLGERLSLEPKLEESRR
MrgX1 allo act: human MrgX1 positive allosteric modulation, primary screen. 310,000 compounds, 0.63% hits. B-score at 10 µM. Q96LB2. MrgX1-HEK293, Fluo-4 calcium flux, FDSS; hits give high values;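 active means plate-corrected calcium response at least 3 library SD above typical, normal starting fluorescence, not activating the receptor alone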;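 further: compound read alongside a low EC10 to EC30 dose of BAM8-22 agonist; peak minus trough fluorescence over baseline measured at the second addition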
TMEM16A act: activates or potentiates the mouse TMEM16A chloride channel | HEK293 TMEM16A/YFP-H148Q/I152L, iodide quench fluorescence; hits give low values | B-score at 10 µM | 340,000 compounds, 0.3% hits | AID 623877;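 active means fluorescence-ratio B-score plate-corrected deviation score at least 3 library SD below zero, with starting fluorescence score within 5 deviations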;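 further: channel opened by trigger with iodide after compound preincubation; score built on the fluorescence ratio of max minus min over baseline; more negative score means more quench and so TMEM16A activation or potentiation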
TRPC6 activator: activates the mouse TRPC6 cation channel; HEK293-TRPC6 membrane potential dye fluorescence; hits give high values; Q61143; B-score at 10 µM; 310,000 compounds, 0.13% hits; AID 2550;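 active means B-score of the integrated fluorescence ratio above library mean plus 3 SD, and starting fluorescence ratio within library mean plus 5 SD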;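 further: higher score means more depolarization so channel activation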
RGS4 inh: human RGS4 inhibition | AID 463165 | 310,000 compounds, 0.45% hits | HEK293 M3R/RGS4 inducible, Fluo-4 calcium flux; hits give high values; triggered by carbachol at its EC20 | B-score at 10 µM;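 active means B-score, a plate-corrected calcium signal, over three deviations above library mean, with baseline fluorescence within five deviations of library mean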;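 further: RGS4 expression induced by doxycycline in cells with stable M3 receptor; B-score is computed from the integrated fluorescence ratio over baseline after carbachol; higher B-score means a larger calcium signal and so more RGS4 inhibition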
Target sequence (P49798 whole entry, looked up): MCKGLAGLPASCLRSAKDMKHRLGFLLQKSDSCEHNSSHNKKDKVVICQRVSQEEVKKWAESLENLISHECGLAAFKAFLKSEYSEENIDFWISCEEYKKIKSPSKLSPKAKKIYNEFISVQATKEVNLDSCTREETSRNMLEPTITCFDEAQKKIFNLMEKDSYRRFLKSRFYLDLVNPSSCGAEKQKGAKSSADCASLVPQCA
SKKanGAS inh: SKKanGAS growth inhibition; S. pyogenes SKKanGAS, kanamycin growth, BacTiter-Glo, 6 h; inhibition, % at 7.5 µM; 300,000 compounds, 1.3% hits; AID 1662;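 active means mean replicate score, as percent of positive control median, at least 50; inconclusive means mean below 50 but one replicate at or above 50; inactive means mean and every replicate below 50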;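 further: strain carries kanamycin resistance gene driven by streptokinase promoter and grows in 40 µg/ml kanamycin; loss of luminescence reflects streptokinase promoter inhibition or plain growth inhibition; 0% = median of DMSO wells and 100% = positive control at its reference dose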
An asterisk follows results filed as active; i = inactive; ? = inconclusive; nt = not tested or not shown.

SMILES	MrgX1 ag	HDAC3 inh	ANO1 block	MrgX1 antagonist	RGS4 act	TRPC6 inhibitor	MrgX1 allo act	TMEM16A act	TRPC6 activator	RGS4 inh	SKKanGAS inh
Cn1c(C(=O)NCCN2CCc3ccccc3C2)cc2c(=O)n(C)c3ccccc3c21	i	-0.4	i	i	i	i	i	i	i	i	-13.3
COc1ccccc1-c1nn(Cc2ccccc2)cc1/C=C/C(=O)O	i	0.2	i	i	i	i	i	i	i	i	7.4
O=C(NCC1CCCO1)C1CCC(CNS(=O)(=O)c2ccccc2)CC1 (stereo not drawn)	i	5.8	i	i	i	i	i	i	i	i	-1.2
CCOC(=O)C1=C(C)NC(C)=C(C(=O)OCC)C1C(=O)OCC(=O)NC	i	-1.0	i	i	i	i	i	i	i	i	nt
COc1ccc(CCNC(=O)CSCc2ccc([N+](=O)[O-])cc2)cc1	i	-0.1	i	i	i	i	i	i	i	i	2.9
CCOc1ccc(Nc2nnc(Cc3ccc(OC)cc3)c(=O)[nH]2)cc1	i	-4.2	i	i	i	i	i	i	i	i	4.9
CC1CCc2nc3ccccc3c(C(=O)OCC(=O)N3CCc4ccccc43)c2C1 (stereo not drawn)	i	3.3	i	i	i	i	i	i	i	i	13.2
O=C(NC1CCCCCC1)c1ccc[nH]c1=S	i	-8.7	i	i	i	i	i	i	i	i	5.7
CCCCCN(C(=O)CCC(=O)OCc1ccccc1F)c1c(N)n(CCCC)c(=O)[nH]c1=O	i	1.7	i	i	i	i	i	i	i	i	-5.9
CCOC(=O)c1[nH]c2ccc(OC)cc2c1NC(=O)CCN1CCc2ccccc2C1	i	-10.7	i	i	i	i	i	i	i	i	-0.9
NC(=O)SCC(=O)Nc1cccc(Cl)c1	i	39.1*	i	i	i	i	i	i	i	i	-8.4
Cc1[nH]n(-c2ccccc2)c(=O)c1C=NCc1ccncc1	i	nt	i	i	i	i	i	i	i	i	-3.8
N#C/C(=C\c1ccccc1C(F)(F)F)C(=O)Nc1ccccc1	i	7.9	i	i	i	i	i	i	i	i	-11.1
CCC(=O)Nc1cccc(NC(=S)NC(=O)c2ccccc2Cl)c1	i	-1.2	i	i	i	i	i	i	i	i	-2.1
COc1ccc(S(=O)(=O)N2CCCC(C(=O)NC3CCCCC3)C2)cc1 (stereo not drawn)	i	-3.2	i	i	i	i	i	i	i	i	-5.5
CCOC(=O)Cn1nc(NC(=O)c2cc(OC)cc(OC)c2)cc1C	i	8.1	i	i	i	i	i	i	i	i	-9.4
CC(=O)NC(CCS(C)(=O)=O)C(=O)Nc1cc(C)ccc1C (stereo not drawn)	i	nt	i	i	i	i	i	i	i	i	4.5
COc1ccc(CCNC(=O)CCNC(=O)c2ccco2)cc1OC	i	0.9	i	i	i	i	i	i	i	i	0.2
N#CCC(=O)Nc1ccc(C(=O)N2CCN(S(=O)(=O)c3ccc4ccccc4c3)CC2)cc1	i	-7.1	i	i	i	i	i	i	i	i	24.6
Cn1c(CNC(=O)c2ccc3c(c2)OCO3)nnc1SCC(=O)Nc1ccccc1F	i	-8.3	i	i	i	i	i	i	i	i	1.2
O=C(CCN1CCCCC1)N/N=C/c1c[nH]c2ccccc12	i	9.5	i	i	i	i	i	i	i	i	11.8
CC(NCc1ccccc1O)c1ccccc1 (stereo not drawn)	i	?	i	i	i	i	i	i	i	i	-6.8
COc1ccc(CNC(=O)C2CCN(C(=O)c3ccco3)CC2)cc1	i	-0.8	i	i	i	i	i	i	i	i	1.4
COC(=O)N/N=C(\C)c1cccc(C(F)(F)F)c1	i	-0.8	i	i	i	i	i	i	i	i	0.7
CCCCS(=O)(=O)N1CCCC(C(=O)Nc2ccc3c(c2)CCC3)C1 (stereo not drawn)	i	-1.9	i	i	i	i	i	i	i	i	-13.6
Fc1ccccc1-c1nc2ncccc2o1	i	4.4	i	i	i	i	i	i	i	i	20.8
COc1ccc(O)c(CN2CCC(n3nccc3NC(=O)c3ccccc3Cl)CC2)c1	i	-8.1	i	i	i	i	i	i	i	i	1.0
COc1ccc(C(=O)Cn2nnc(-c3ccccc3F)n2)cc1	i	-1.5	i	i	i	i	i	i	i	i	7.3
Cc1ccc(S(=O)(=O)Nc2cccc(N(C)S(C)(=O)=O)c2)cc1[N+](=O)[O-]	i	2.6	i	i	i	i	i	i	i	i	7.8
NC(=O)C1=C[C@@H](c2csc3ccccc23)C[C@@H](OCc2ccc(CO)cc2)O1	i	2.3	i	i	i	i	i	i	i	i	0.7
O=C(CCN1CCOCC1)NNC(=O)Nc1cccc(Cl)c1	i	2.7	i	i	i	i	i	i	i	i	-0.6
CC(C)n1ncc2c(C(=O)O)cc(C3CC3)nc21	i	-2.9	i	i	i	i	i	i	i	i	7.2
CC(C)(C)c1ccc(C(=O)N/C(=C\c2ccco2)C(=O)Nc2ccccc2C(=O)O)cc1	i	6.0	i	i	i	i	i	i	i	i	11.8
CCN(CC)CCN(C(=O)C1=COCCO1)c1nc2cc3c(cc2s1)OCO3	i	-2.1	i	i	i	-6.84*	i	i	i	i	-0.1
O=C(OCc1c(Cl)cccc1Cl)c1cnccn1	i	11.5	i	i	i	i	i	i	i	i	3.4
O=C1CCN(S(=O)(=O)c2ccc(Cl)cc2)N1	i	4.2	i	i	i	i	i	i	i	i	-0.5
COc1cccc(-c2nc(N3CCCCC3)c3ccccc3n2)c1O	i	-0.9	i	i	-8.8*	i	i	i	i	i	36.8
O=C(N/N=C/c1cccc([N+](=O)[O-])c1)C1CC(=O)N(c2ccc(Cl)cc2)C1 (stereo not drawn)	i	-1.2	i	i	i	i	i	i	i	i	0.2
CC(C)Nc1nc(Cl)nc(N(C#N)CN2C(=O)c3ccccc3C2=O)n1	i	8.8	i	i	i	i	i	i	i	i	-19.8
Cc1c(Cc2ccccc2)c(=O)oc2cc(OCC(=O)N[C@@H](Cc3ccccc3)C(=O)O)ccc12	i	-21.5	i	i	i	i	i	i	i	i	8.5
Cc1ccc(C2c3[nH]c4ccccc4c3C[C@H]3C(=O)N(c4ccccc4C(=O)NCCCN4CCOCC4)C(=O)N23)cc1 (stereo partly drawn)	i	2.7	i	i	i	i	i	i	i	i	-0.5
Nc1ccccc1-c1nnc(-c2ccc(-c3ccccc3)cc2)o1	i	-28.2	i	i	i	i	i	i	i	i	-19.9
Cc1ccc(NC(=S)Nc2c(C)n(C)n(-c3ccccc3)c2=O)cc1Cl	i	-6.5	i	i	i	i	i	i	i	i	0.9
COc1ccc(N2Cc3ccc(OC)c(OC)c3C2=O)cc1	i	-7.4	i	i	i	i	i	i	i	i	-6.3
Cc1cccnc1NC(=S)NC(=O)c1oc2ccccc2c1C	i	-2.2	i	i	i	i	i	i	i	i	-10.5
O=C(CSc1nc2c(sc3ccccc32)c(=O)n1CCCN1CCCC1)NCC1CCCO1 (stereo not drawn)	i	-8.6	i	i	i	i	i	i	i	i	3.8
COC(=O)N/N=C/c1cc(Cl)cc(Cl)c1OCc1ccccc1	i	7.0	i	i	i	i	i	i	i	i	-4.0
CC1CCN(C(=O)N[C@@H](Cc2ccccc2)C(=O)O)CC1	i	2.8	i	i	i	i	i	i	i	i	-0.2
c1ccc(-c2nccc3ccccc23)cc1	i	0.2	i	i	i	i	i	i	i	i	-3.5
COc1cccc(CN2CCNC(=O)C2CC(=O)NC2CCOCC2)c1OC (stereo not drawn)	i	nt	i	i	i	i	i	i	i	i	1.8
COC(=O)N/N=C(\C)c1ccc(Br)cc1	i	-0.6	i	i	i	i	i	i	i	i	-3.7
CC1CCCC(NC(=O)c2cccc(N3CCCC3=O)c2)C1C (stereo not drawn)	i	-0.8	i	i	i	i	i	i	i	i	-6.4
O=C(CN1CCN(c2ccccn2)CC1)Nc1ccccc1Br	i	2.1	i	i	i	i	i	i	i	i	-5.3
COc1cc(NC(=O)CN(C)Cc2cccc(F)c2)c(C)cc1[N+](=O)[O-]	i	-4.5	i	i	i	i	i	i	i	i	0.5
Cc1cccc(Nc2nc(N)nc(CN3CCN(c4ccccc4F)CC3)n2)c1	i	4.6	i	i	i	i	i	i	i	i	71.9*
CCn1c(=N)c(S(=O)(=O)c2ccc(C)cc2)cc2c(=O)n3ccccc3nc21	i	-25.2	i	i	i	i	i	nt	i	i	-3.7
Cc1nn(-c2ccc(N3CCOCC3)nn2)c(C)c1CCC(=O)Nc1ccccc1	i	-3.2	i	i	i	i	i	i	i	i	2.8
COC(=O)NNC(=O)c1ccc(C)cc1	i	-0.4	i	i	i	i	i	i	i	i	-1.0
Cc1cc(NC(=O)CSc2nnc(C(C)N(C)C)n2-c2ccc(F)cc2)no1 (stereo not drawn)	i	1.5	i	i	i	i	i	i	i	i	-2.9
CCN(CC(=O)Nc1c(F)cccc1F)C(=O)/C=C/c1c(C)nn(-c2ccc(F)cc2)c1C	i	-9.4	i	i	i	i	i	i	i	i	-5.7
The results go on.
SMILES	MrgX1 ag	HDAC3 inh	ANO1 block	MrgX1 antagonist	RGS4 act	TRPC6 inhibitor	MrgX1 allo act	TMEM16A act	TRPC6 activator	RGS4 inh	SKKanGAS inh
COc1ccc(CNC(=O)CCCC(=O)Nc2cccc(Br)c2)cc1	i	-1.9	i	i	i	i	i	i	i	i	-9.6
CC(C)(C)NC(=O)COC(=O)CCC(=O)c1ccc(Cl)cc1	i	-3.0	i	i	i	i	i	i	i	i	1.6
N/C(Cc1ccc(Cl)cc1Cl)=N\OC(=O)Cc1ccccc1	i	5.8	i	i	i	i	i	i	i	i	23.6
Cc1ccc(S(=O)(=O)N2CCC(C(=O)N[C@H](C(=O)NCc3ccco3)C(C)C)CC2)cc1	i	-8.4	i	i	i	i	i	i	i	i	-3.1
COc1cccc(C(C)NC(=O)Nc2cccc(C(F)(F)F)c2)c1 (stereo not drawn)	i	-3.8	i	i	i	i	i	i	i	i	-8.5
Nc1nonc1-n1nnc(C(=O)N/N=C/c2ccccc2Cl)c1CN1CCOCC1	i	5.2	i	i	i	i	i	i	i	i	-1.0
COc1ccc(NC(=O)CCN2CCCC2)c(OC)c1	i	-0.4	i	i	i	i	i	i	i	i	0.0
Cc1cc2nc(C)n(CCCNC(=O)Nc3cccc4ccccc34)c2cc1C	i	-9.8	25*	i	i	i	i	i	i	i	-1.3
COc1ccc(C2=NCCNC(C(F)(F)F)=C2)cc1	i	15.2	i	i	i	i	i	i	i	i	1.3
CCCCN(C(=S)Nc1ccc(F)cc1)c1c(N)n(CCC)c(=O)[nH]c1=O	i	3.2	i	i	i	i	i	i	i	i	-0.3
